GPT2 inhibitor = Primary qHTS assay for inhibitors of Glutamate pyruvate transaminase 2 (GPT2) | Recombinant GPT2, coupled pyruvate oxidase/HRP Amplex Red fluorescence | Potency, µM (titrated, usually from 57.7 µM), without a hit: at the top dose activity change, negative = inhibition, actives largely listed as inhibitors | 0.25% of 100,000 active; note: potency is the fitted concentration of half-maximal effect; nearly all actives have a fitted effect of over 60% in size; many of its hits are not listed in these tables
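Fluorescence of coupled pyruvate oxidase/HRP/Amplex Red system (50uM Amplex, 30 min, dark) reports pyruvate formed by GPT2. Enzyme reaction: 10ng/uL GPT2, 2mM L-alanine, 250uM a-KG, 30 min room temperature, pH 7.5; 50uM AOA control.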
HEK293 tox = Cytotoxic Profiling in HEK 293 Cell Line of Diverse Libraries Using Quantitative High-Throughput Screening; HEK 293 viability, ATP luminescence (CellTiter-Glo), 48-72 h; Potency, µM (series often up to 115 µM), without a hit: at the top dose activity change, negative = cytotoxicity, usual class: inhibitors; 6.6% of 94,000 active; AID 1345083, 2018; note: potency is the fitted concentration of half-maximal effect; nearly all actives have a fitted effect of over 60% in size
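Pintool-delivered compounds were incubated with HEK 293 cells (250 cells/well) at 37 degree Celsius for 48 or 72 hr. ATP-dependent luminescence (CellTiter-Glo) then reported remaining viable cells.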
IP6K1 inh = Primary qHTS assay for small molecule inhibitors of Inositol hexaphosphate kinase 1 (IP6K1) | Inositol hexakisphosphate kinase 1 (Homo sapiens), Q92551 | activity change, % (series mostly up to about 58 µM) | IP6K1 kinase, ADP-Glo luminescence, 2 h; stronger effect = lower value | 0.81% of 140,000 active; in the data active = activity change below about -25%
Target sequence (Q92551 whole entry, looked up): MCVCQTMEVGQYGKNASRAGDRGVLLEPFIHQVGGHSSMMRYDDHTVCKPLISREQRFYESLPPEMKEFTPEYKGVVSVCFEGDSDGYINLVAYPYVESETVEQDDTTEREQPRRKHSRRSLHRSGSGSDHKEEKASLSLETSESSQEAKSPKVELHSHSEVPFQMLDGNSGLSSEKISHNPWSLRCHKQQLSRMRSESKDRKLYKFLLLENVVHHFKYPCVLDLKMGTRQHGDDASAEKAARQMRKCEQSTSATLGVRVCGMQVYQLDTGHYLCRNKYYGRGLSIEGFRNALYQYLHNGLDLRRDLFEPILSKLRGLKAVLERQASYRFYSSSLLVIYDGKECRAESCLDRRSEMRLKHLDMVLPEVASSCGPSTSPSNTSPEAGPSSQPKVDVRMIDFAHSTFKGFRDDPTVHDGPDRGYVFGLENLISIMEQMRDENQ
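ADP-Glo luminescence measures ADP made by human IP6K1 during a 2 h RT reaction with ATP/IP6 (mix at 1.3 mM/130 uM); top library doses 57.5 and 19.1 uM final.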
FLuc inh = Firefly luciferase inhibition profiling of diverse chemical library using quantitative high-throughput screening; Luciferin 4-monooxygenase (Photinus pyralis), P08659; Potency, µM (doses to about 115 µM), inactives show at the highest dose activity change, negative = inhibition, actives largely listed as inhibitors; 2.5% of 76,000 active; purified P. pyralis luciferase, luminescence, biochemical; AID 1347043, 2019; note: potency is the fitted concentration of half-maximal effect; nearly all actives have a fitted effect of over 65% in size
Target sequence (P08659 whole entry, looked up): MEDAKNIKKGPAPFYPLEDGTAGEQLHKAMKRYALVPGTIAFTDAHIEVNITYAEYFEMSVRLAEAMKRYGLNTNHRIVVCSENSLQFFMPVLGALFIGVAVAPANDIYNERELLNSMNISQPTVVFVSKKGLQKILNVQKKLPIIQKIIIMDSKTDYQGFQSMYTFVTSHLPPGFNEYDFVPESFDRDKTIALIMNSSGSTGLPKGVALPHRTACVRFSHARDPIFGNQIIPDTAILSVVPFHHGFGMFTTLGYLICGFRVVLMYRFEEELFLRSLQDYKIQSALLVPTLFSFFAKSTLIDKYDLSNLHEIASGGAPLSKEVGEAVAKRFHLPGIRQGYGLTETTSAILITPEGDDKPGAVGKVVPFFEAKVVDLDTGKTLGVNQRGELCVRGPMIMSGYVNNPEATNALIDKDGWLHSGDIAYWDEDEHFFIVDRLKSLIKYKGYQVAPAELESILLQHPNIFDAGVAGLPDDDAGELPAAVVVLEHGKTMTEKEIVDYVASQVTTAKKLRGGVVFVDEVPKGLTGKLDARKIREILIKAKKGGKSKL
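Inhibitors were tested against purified firefly luciferase in a biochemical, low-substrate format (both substrates at 10uM) and luminescence measured with a CCD imager.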
3T3 cytotox = Cytotoxic Profiling in NIH 3T3 Cell Line of Diverse Libraries Using Quantitative High-Throughput Screening; NIH 3T3 viability, CellTiter-Glo ATP luminescence, 48-72 h; Potency, µM (top dose mostly 96.7 µM), inactives show at the top dose activity change, negative = cytotoxicity, most hits filed as inhibitors; 4.3% of 94,000 active; AID 1345082, 2018; note: potency is the fitted concentration of half-maximal effect; nearly all actives have a fitted effect of over 55% in size
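ATP-dependent luminescence (CellTiter-Glo) served as the viability signal for NIH 3T3 cells treated with compound for 48 or 72 hr at 37 °C.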
SNCA expr inhib = Primary qHTS assay for inhibitors of alpha-synuclein gene (SNCA) expression; Potency, µM (titrated, usually from 57.2 µM), without a hit: at the highest dose activity change, negative = inhibition, hits mostly inhibitors; 0.17% of 140,000 active; HEK-293 SNCA-luciferase knock-in, luminescence, 24 h;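 note: potency is the fitted concentration of half-maximal effect; plate controls were DMSO cells for no effect and cell-free wells for full effect; nearly all actives have a fitted effect of over 45% in size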
SNCA viab count = GF-AFC viability counterscreen for inhibitors of alpha-synuclein gene (SNCA) expression; HEK-293-SNCA-luc viability, GF-AFC fluorescence, 24 h; Potency, µM (titrated, usually from 57.1 µM), without a hit: at the top dose activity change, negative = cytotoxicity, hits mostly cytotoxic; 0.12% of 150,000 active; AID 1671193, 2021;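 note: potency is the fitted concentration of half-maximal effect; 0% = DMSO-treated cells and -100% = medium-only wells without cells; nearly all actives have a fitted effect of over 30% in size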
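HEK-293-SNCA-luc cells (1500/well) plated 24 h, then exposed 24 h to a dilution series; GF-AFC added 30 min at 37C, fluorescence 405/540 nm; normalised to medium-only and DMSO wells, Hill fit.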
The depositor's hits bear a star; i = inactive; ? = inconclusive; nt = no result given; [ ] = another dose, or the depositor's remark. Unless noted, calls come from the whole dose curve; as a rule, active = well fitted curve in the direction sought with a large enough effect; inconclusive = small, poorly fitted or top-dose-only effect, or another doubt; inactive = no such curve, though single readings can be large; an effect the other way counts as inactive or inconclusive. Unless noted, % is set by controls: 0 for no effect and ±100 for the full control effect. The list is partial (hit frequency here may not be typical).

Screens in order: GPT2 inhibitor, HEK293 tox, IP6K1 inh, FLuc inh, 3T3 cytotox, SNCA expr inhib, SNCA viab count
> CC(=O)c1c(O)cc2c(c1C)C(=O)CC(O)C2 (stereo not given)
    1%, nt, 8, nt, nt, nt, -2%
> Cn1nccc1C(=O)N1CCc2nn(Cc3ccccc3)c(=O)n2CC1
    i, -5%, -9, -9%, -7%, -24%, -7%
> Cc1noc(C)c1C(=O)N1CC(N2C(=O)c3c(c(C)nn3-c3ccccc3)C2C2CC2)C1 (stereo not given)
    nt, ?, 16, nt, -18%, nt, nt
> O=C(Nc1ccccc1)c1nc2c(o1)CCN(Cc1ccccn1)CC2
    -7%[88.5 µM], ?, -7, 4µM*, ?, -24%[87.6 µM], -1%[87.6 µM]
> COc1ccc(C(=O)N2CCC(C(=O)N3CCC(c4nc5ncccc5[nH]4)CC3)C2)cc1 (stereo not given)
    4%, -1%, -9, nt, 3%, -7%, -2%
> Cc1cc(F)cc(CN2CCOCC3(C2)CN([S+](=O)([O-])c2ccccc2)C3)c1
    -9%[88.5 µM], ?, 4, 0%[172 µM], ?, 6%[87.6 µM], 2%[87.6 µM]
> CCOc1ccc(-n2c(SCC(=O)Nc3cc(C)ccc3C)nc3c([nH]c4ccccc43)c2=O)cc1
    nt, nt, -1, nt, nt, 0%, -7%
> O=C(NCC1(c2ccccc2F)CCCC1)C1CCN(C(=O)C2CC2)CC1
    i, -3%, 9, -7%, 1%, ?, -10%
> COc1ccc2[nH]c(=O)c(CCC(=O)N3CCCC3)cc2c1
    i, 2%, 34, -6%, i, 19%, -4%
> CCOC(=O)c1cnc2ccc(OCC)cc2c1N1CCN(c2ccccc2F)CC1
    nt, nt, 11, nt, nt, -5%, -1%
> O=C(CSc1nccn1Cc1ccccc1)NCc1ccco1
    nt, nt, 5, nt, nt, 50%[activator], -9%
> COc1ccc(NC(=O)N2Cc3[nH]cnc3C[C@H]2c2nc(-c3ccc(Cl)cc3)no2)cc1
    0%, ?, 4, ?, ?, -24%, ?
> O=[N+]([O-])c1cccc(-c2noc([C@@H]3C[C@@H](O)CN3Cc3ccccc3O)n2)c1
    4%[88.5 µM], ?, 17, 3%[172 µM], ?, -11%[87.6 µM], -5%[87.6 µM]
> Cc1cccc(CCN2CCC3(CC2)C(C(=O)O)CC(=O)N3C)n1 (stereo not given)
    ?, -16%, 12, 0%, -1%, 11%, -21%
> COc1cc(C)c2c(c1C)C[C@H](C(C)C(=O)N1CCCCC1)CC2 (stereo not given in full)
    -3%[88.5 µM], 1%[172 µM], 5, -1%[172 µM], -29%[174 µM], 10%[87.6 µM], -11%[87.6 µM]
> Cc1ccc(C)c(NC(=O)N2CCN(C(=O)c3nsc4ccccc34)CC2)c1
    nt, nt, 1, nt, nt, -14%, 2%
> Cc1ccc(C2Cn3nnc(C(=O)N4CCC(C(=O)NCc5ccncc5)CC4)c3CO2)cc1 (stereo not given)
    1%, 1%, -23, 14µM*, -29%, 66%[activator], -4%
> CC(=O)N1CCC(CC(=O)N2C[C@@H](Oc3cccnc3)C[C@H]2C(=O)N2CCOCC2)CC1
    i, -21%, 7, -3%, -4%, -2%, 4%
> COCCN(C)C[C@@H]1CN(c2cc(C)c3ccc(SC)cc3n2)C[C@@H]1CO
    2%, ?, 5, -5%, ?, -12%, ?
> CN1[C@@H](CCC(=O)N2CCN(c3ccccn3)CC2)CNC(=O)[C@@H]2[C@H]1CCN2Cc1ncc[nH]1
    -3%, -4%, -4, -3%, 3%, -9%, -2%

Structures above that contain a halogen (4):
Screens in order: GPT2 inhibitor, HEK293 tox, IP6K1 inh, FLuc inh, 3T3 cytotox, SNCA expr inhib, SNCA viab count
> Cc1cc(F)cc(CN2CCOCC3(C2)CN([S+](=O)([O-])c2ccccc2)C3)c1
    -9%[88.5 µM], ?, 4, 0%[172 µM], ?, 6%[87.6 µM], 2%[87.6 µM]
> O=C(NCC1(c2ccccc2F)CCCC1)C1CCN(C(=O)C2CC2)CC1
    i, -3%, 9, -7%, 1%, ?, -10%
> CCOC(=O)c1cnc2ccc(OCC)cc2c1N1CCN(c2ccccc2F)CC1
    nt, nt, 11, nt, nt, -5%, -1%
> COc1ccc(NC(=O)N2Cc3[nH]cnc3C[C@H]2c2nc(-c3ccc(Cl)cc3)no2)cc1
    0%, ?, 4, ?, ?, -24%, ?

Continuation:
Screens in order: GPT2 inhibitor, HEK293 tox, IP6K1 inh, FLuc inh, 3T3 cytotox, SNCA expr inhib, SNCA viab count
> COc1cc(OC)c(NC(=O)Cn2ncn3c(cc4cc(C)ccc43)c2=O)cc1Cl
    nt, nt, -3, nt, nt, -11%, -6%
> CCOCC(=O)N1[C@@H]2CC[C@H]1CC(NC(=O)c1ccc(F)cc1)C2 (stereo not given in full)
    i, 3%, 5, -1%, -5%, 29%, 5%
> CCOc1ccc(N(Cc2cc3cc(C)ccc3[nH]c2=O)C(=O)c2cccc(Cl)c2)cc1
    nt, nt, 22, nt, nt, 6%, 0%
> Cc1ccc2nc(C(=O)N(C)Cc3cn[nH]c3-c3ccc(F)cc3)cn2c1
    -2%, -4%, 14, -6%, -21%, -4%, -7%
> O=C(COc1ccc(-c2nnc3n2CCCC3)cc1)Nc1ccc(F)cc1
    i, -3%, -3, -1%, -9%, 5%, -4%
> Cc1nc(CCNC(=O)CC(C)(C)C)no1
    -19%, 5%, 14, -6%, i, 26%, 4%
> COc1ccccc1Nc1cc(C(=O)NCc2cccs2)c2ccccc2n1
    nt, nt, -10, nt, nt, 18%, -5%
> c1ccc(Cn2cc(CN3CCCOCC3)c(-c3cc4ccccc4o3)n2)cc1
    i, ?, -11, 35µM*, ?, 3%, -17%
> COCCNC(=O)C(NC(=O)c1ccc(F)cc1)C1CCN(C(=O)c2ccccc2F)CC1 (stereo not given)
    -10%, 5%, 5, -10%, -4%, 7%, 7%
> COc1ccc(C(=O)NC2CCN(c3cn[nH]c(=O)c3)CC2)cc1F
    -4%, 0%, 5, -6%, -13%, -27%, -25%
> Cc1ccc(-n2nc(C)c3c(C)cc(=O)n(CC(=O)NC(C)C)c32)cc1
    nt, nt, 27, nt, nt, -9%, 3%
> COC1CCC12CCN(C(=O)c1cc(C)n(C)n1)CC2 (stereo not given)
    -25%, -1%, -10, -5%, i, 7%, 4%
> C[C@@H]1C[C@H](O)/C=C/[C@H](O)[C@@H](O)CC(=O)O1
    -9%, nt, 10, nt, nt, nt, -10%
> COc1cccc(C2CC(=O)N(c3ccc(F)cc3)C3=C2C(=O)OC3)c1OC (stereo not given)
    nt, nt, 33, nt, nt, -10%, 7%
> O=S(=O)(c1ccc2c(c1)OCCO2)N1CCC2(CCNCC2)C1
    0%, -5%, 6, 8%, 3%, 9%, -4%
> CCN1C=C(C(=O)O)C(C)=NS1(=O)=O
    i, 8%, 3, -7%, i, 15%, 9%
> O=c1[nH]c(C2CCN(Cc3ccc(C(F)(F)F)cc3)CC2)nn1Cc1ccccc1
    3%, -1%, 17, -4%, -20%, -7%, 2%
> COc1ccccc1-c1nccc2c(=O)cc(C3=CCOCC3)oc12
    i, 63µM*, -9, -1%[172 µM], 13µM*, -27%[87.6 µM], -16%[87.6 µM]
> O=C(N[C@@H]1CN(C(=O)Nc2ccc(F)cc2)CCC[C@H]1O)c1ccc(O)cc1
    1%[88.5 µM], ?, 16, -7%[172 µM], -30%[138 µM], 9%[87.6 µM], 5%[87.6 µM]
> Cc1ccc(CCNC(=O)c2ccc(CSCc3ccccc3C)o2)cc1
    nt, nt, 28, nt, nt, -2%, 14%
> CC(=O)N1CCN(c2ncnc3c2CN(C2CCCNCC2)C(=O)CN3C)CC1 (stereo not given)
    i, i, -7, nt, i, 0%, 15%
> CC(=O)c1c(C)nn(CC(=O)N2CCC(c3cc(C(C)C)n[nH]3)CC2)c1C
    4%, 2%, -7, 2%, ?, -7%, -2%
> Cc1noc(C)c1S(=O)(=O)N1CCC2(CC1)CC(OCC1CC1)CCO2 (stereo not given)
    -8%, -12%, -9, -6%, ?, -1%, 2%[12.5 µM]
> Cc1noc([C@@H]2CN(Cc3cc(Cl)ccc3F)C[C@H]2CO)n1
    2%, 0%, -13, 8%, i, 0%, 7%
> COCCCNC(=O)c1[nH]c2cc(OC)ccc2c1Sc1ccc(C)cc1
    nt, nt, 32, nt, nt, 9%, 10%
> CCOC(=O)c1sc(NC(=O)c2nc3ncccn3n2)c(C(=O)OC(C)C)c1C
    nt, nt, -6, nt, nt, 11%, -2%
> COc1cc(NC(=O)c2nn(-c3ccc(F)cc3)c(=O)n(C)c2=O)cc(OC)c1OC
    nt, nt, 12, nt, nt, -17%, 5%
> Cc1nc2cnccn2c1C(=O)NCC1CC1
    nt, 0%[172 µM], 3, nt, -12%[138 µM], nt, nt
> CCc1ccc(CNc2ncnc3c2nc2n3CCCC2)cc1
    nt, nt, 5, nt, nt, 2%, 5%
> O=C(CCC[C@@H]1[C@H]2CCCN3CCC[C@@H](CN1C(=O)c1cccnc1)[C@@H]23)NCCCc1ccccc1
    i, -21%, 0, nt, -28%, -9%, 2%
> O=C(Cc1cccc(F)c1)N1CCC[C@H]1c1nc(-c2ccc(F)cc2)no1
    i, ?, 6, -7%, ?, ?, -15%
> CCn1c(=O)c(C(=O)Nc2cc(OC)c(OC)c(OC)c2)nc2ccccc21
    nt, nt, 1, nt, nt, 49%[activator], 4%
> COc1ccc(C(=O)N2CCN(Cc3ccc(=O)n(C)c3)CC2)cc1F
    i, -19%, 8, 40µM*, -6%, 58%[activator], 0%
> COc1ccc(CNc2ncnc3onc(C)c23)cc1
    nt, nt, 17, nt, nt, 17%, 4%
> O=C(c1ccoc1)N1CCCC(c2nc(C3CCOCC3)no2)C1 (stereo not given)
    i, 4%, 0, 8%, -6%, -5%, -5%
> COCCN1CCCC2(CCN(C(=O)C3(C)CCCCC3)C2)C1=O (stereo not given)
    i, -5%, -8, -3%, -17%, 2%, 5%
> COCC1CN(C(C)=O)CC12CCN(C(=O)c1cc(Cl)ccc1OC)CC2 (stereo not given)
    i, 2%, -7, 9%, -6%, -26%, 0%

Assay outcomes: PubChem, National Center for Advancing Translational Sciences (NCATS)
